GlmU inhibition: inhibition of mycobacterial GlmU enzyme – biochemical, glucosamine-1-phosphate acetyltransferase (AID 1376); Bifunctional protein GlmU (Mycobacterium tuberculosis (strain ATCC 25618 / H37Rv)); inhibition, %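 (tested at 30 µM in the primary screen)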; hits with a dose series show IC50 in µM; 0.25% of 220,000 active; M. tuberculosis GlmU acetyltransferase enzyme assay; higher % means a stronger effect; in the data active means inhibition above about 13%;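 further: 0% = complete reaction with vehicle and 100% = reaction without substrate; strong numbers were not always called active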
Mtb RmlCD inh: M. tuberculosis RmlC/RmlD coupled enzyme inhibitors, primary screen, biochemical, compound mixtures, 384-well, from 1536-well plates; dTDP-4-dehydrorhamnose reductase (Mycobacterium tuberculosis (strain ATCC 25618 / H37Rv)) …; RmlC+RmlD coupled enzyme assay, percent inhibition; primary screen in compound mixtures; inhibition, % at 3.6 µM; 0.03% of 160,000 active; AID 1533, 2009; in the data active means inhibition mostly above about 34%, no sharp cut-off; further: some results filed as inactive read as strong as hits
Target sequence (P9WH09 whole entry, looked up): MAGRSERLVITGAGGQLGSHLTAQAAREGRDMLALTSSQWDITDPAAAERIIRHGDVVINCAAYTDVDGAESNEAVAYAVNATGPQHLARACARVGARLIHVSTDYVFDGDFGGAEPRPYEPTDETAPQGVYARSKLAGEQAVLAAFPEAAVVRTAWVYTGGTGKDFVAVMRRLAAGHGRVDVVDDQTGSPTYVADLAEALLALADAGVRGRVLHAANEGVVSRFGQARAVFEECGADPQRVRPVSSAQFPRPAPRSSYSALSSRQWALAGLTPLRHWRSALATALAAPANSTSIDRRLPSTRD
Target sequence (P9WH11 whole entry, looked up): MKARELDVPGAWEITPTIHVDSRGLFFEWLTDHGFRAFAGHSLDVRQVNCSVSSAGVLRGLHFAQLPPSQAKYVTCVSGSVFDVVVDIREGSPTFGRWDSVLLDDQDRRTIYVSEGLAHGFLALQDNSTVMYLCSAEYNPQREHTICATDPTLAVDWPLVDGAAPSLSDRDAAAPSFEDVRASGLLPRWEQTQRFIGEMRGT
Starred values were filed as active, the others as inactive; · = not tested or not shown. This is a subset. The share of hits here may be higher or lower than overall.

cpd	Compound	GlmU inhibition	Mtb RmlCD inh
1	COCCn1c(SCC(=O)Nc2sc(C)c(C)c2C#N)nnc1C(C)C	3.4%	0.3
2	CC1(C)C(=O)C2(CCCCC2)C(=O)OC1C(=O)c1ccccc1 (stereo not given)	5.3%	-8.1
3	O=c1cc(-c2ccc(C3CCCCC3)cc2)[nH][nH]1	1.7%	-10.9
4	CN(C)c1ccc(N=Nc2ccccc2C(=O)OCC(=O)N2CCCC2)cc1	4.3%	4.4
5	COc1ccc(C(CC(=O)N2CCC3(CC2)OCCO3)NS(=O)(=O)c2ccc(OC)cc2)cc1 (stereo not given)	6.9%	-12.7
6	COCCn1c(C(C)C)nc2sc3ccccc3c(=O)c2c1=O	-1.6%	13.4
7	CCSc1nnc(-c2ccc(Cl)cc2)c2ccccc12	-2.5%	·
8	Cc1cc(C)c(C2=NOC(O)(C(F)(F)F)C2)c(=O)[nH]1 (stereo not given)	-3.9%	·
9	COc1ccc(CNC(=S)Nc2ccccc2-c2ccccc2)cc1	5.3%	-4.4
10	CN1C(=O)C(CC(=O)N2CCN(C(c3ccccc3)c3ccccc3)CC2)N(C)C1=O (stereo not given)	4.6%	6.2
11	C/C(CCc1ccc2c(c1)OCO2)=N\NC(=O)c1ccc(C)cc1C	8.6%	-15.3
12	COC(=O)Cc1c(O)ccn(Cc2cccc(C(F)(F)F)c2)c1=O	0.6%	18.2
13	Cc1cc(S(=O)(=O)N(Cc2ccccn2)Cc2ccco2)ccc1-n1cnnn1	-8.2%	·
14	COCC(=O)N(Cc1cc2cc(OC)ccc2[nH]c1=O)c1ccc(C)cc1	-1.1%	3.9
15	CCn1nc(C)c(/C=N/NC(=S)Nc2ccc(Cl)cc2Cl)c1C	2.5%	·
16	C=CCSc1nc(N(CC)CC)c2sccc2n1	-0.4%	-6.5
17	CC(=O)Nc1ccc(C(=O)Nc2cc(C(F)(F)F)ccc2-n2cnc3ccccc32)cc1	-7.3%	10.2
18	CCOc1ccc(N(CC(=O)NCC2CCCO2)C(=O)CCC(=O)Nc2ccccn2)cc1 (stereo not given)	0.9%	·
19	CC(C)(CNS(=O)(=O)c1ccc2c(c1)OCCO2)N1CCOCC1	-1.5%	1.5
20	O=C(c1cccc(S(=O)(=O)N2CCCC2)c1)N1CCN(c2ccccc2F)CC1	1.5%	-10.0
21	Cc1ccc(-c2csc(Cc3nc(-c4cc5ccccc5oc4=O)cs3)n2)cc1	-0.8%	·
22	COc1ccc(/C=N/NC(=O)c2ccccc2O)cc1CN1CCOCC1	-2.7%	-1.6
23	N#Cc1cc2[nH]c3ccccc3c2[n+](-c2ccc([N+](=O)[O-])cc2)c1N	1.7%	1.6
24	CC(C)OC(=O)CN1C(=O)C(=O)c2ccccc21	1.4%	·
25	O=C(N/N=C/c1ccc(O)cc1)c1cccc(N/N=C/c2ccc(O)cc2)c1	1.4%	-2.2
26	O=C(Cn1cncn1)NCc1cccc2ccccc12	1.1%	-0.7
27	O=c1[nH]c(=O)n(CCc2ccccc2)c(O)c1C=NCc1ccc2c(c1)OCO2	-0.2%	10.0
28	COCCN(Cc1cc2cc3c(cc2n2nnnc12)OCO3)C(=O)c1ccccc1F	-1.2%	·
29	COc1ccccc1-c1c(C(F)(F)F)oc2cc(OS(C)(=O)=O)ccc2c1=O	1.4%	0.7
30	N/C(=N\N=C\c1ccc2c(c1)OCO2)SC1CC(=O)N(c2ccc(C(=O)O)cc2)C1=O (stereo not given)	-1.9%	1.6

Some of the entries so far, screen by screen:
7	CCSc1nnc(-c2ccc(Cl)cc2)c2ccccc12
8	Cc1cc(C)c(C2=NOC(O)(C(F)(F)F)C2)c(=O)[nH]1 (stereo not given)
9	COc1ccc(CNC(=S)Nc2ccccc2-c2ccccc2)cc1
10	CN1C(=O)C(CC(=O)N2CCN(C(c3ccccc3)c3ccccc3)CC2)N(C)C1=O (stereo not given)
11	C/C(CCc1ccc2c(c1)OCO2)=N\NC(=O)c1ccc(C)cc1C
12	COC(=O)Cc1c(O)ccn(Cc2cccc(C(F)(F)F)c2)c1=O
13	Cc1cc(S(=O)(=O)N(Cc2ccccn2)Cc2ccco2)ccc1-n1cnnn1
assay / compound | 7 | 8 | 9 | 10 | 11 | 12 | 13
GlmU inhibition | -2.5% | -3.9% | 5.3% | 4.6% | 8.6% | 0.6% | -8.2%
Mtb RmlCD inh | · | · | -4.4 | 6.2 | -15.3 | 18.2 | ·

(further entries)
cpd	Compound	GlmU inhibition	Mtb RmlCD inh
31	O=C(NCc1ccncc1)Nc1ccccc1Cl	3.2%	-4.9
32	Cc1ccc(-c2nc3ccccc3nc2Cl)cc1	2.4%	13.1
33	Cc1oc(-c2cc(F)ccc2F)nc1CN1CCN(c2ncnc3ccccc23)CC1	-1.0%	0.7
34	O=C(Nc1ccccc1)N(Cc1cccs1)C1CCCC1	-0.7%	·
35	COC(=O)c1cn(NC(=O)C2CCC(C(C)(C)C)CC2)c(=O)c2ccccc12 (stereo not given)	-1.8%	63.0
36	COc1ccccc1NC(=O)CCCc1c[nH]c2ccccc12	-0.1%	·
37	O=C(c1cc(Br)ccc1Cl)N1CCC2(CC1)OCCO2	3.5%	·
38	COc1ccc(CCNC(=O)CCc2nc3ccccc3[nH]2)cc1OC	-3.0%	-13.8
39	CC(C)(C)NS(=O)(=O)c1ccc(CCC(=O)Nc2ccc3c(c2)OCO3)cc1	-6.5%	·
40	COc1ccc(-n2cc(CNCC3CC(=O)N(C4CC4)C3)c(-c3ccccc3Cl)n2)cc1 (stereo not given)	-6.1%	5.7
41	CCOC(=O)N1CCC(NC(=O)CCc2c(C)nc3c(c(C)nn3C(C)(C)C)c2C)CC1	-5.8%	13.7
42	CN(C)C(CNC(=O)C1CCN(S(=O)(=O)c2ccccc2)CC1)c1ccccc1 (stereo not given)	-2.6%	·
43	CC1CCCCN1C(=O)Cc1ccc(Cl)cc1 (stereo not given)	-1.9%	·
44	Oc1c(Br)cc(Cl)cc1C=Nc1ccc(N2CCOCC2)cc1	-6.4%	7.9
45	c1ccc(N=P(c2nc3ccccc3o2)(N2CCOCC2)N2CCOCC2)cc1	1.7%	·
46	N#Cc1ccccc1CSc1nc2ccsc2c(=O)n1Cc1ccccn1	1.4%	7.2
47	Cc1c(NC(=O)c2cc(CC(C)C)on2)c(=O)n(-c2ccccc2)n1C	-3.7%	·
48	Cc1ccc(C)c(OCc2nnc(SCC(=O)NC(=O)NCc3ccco3)o2)c1	-3.7%	·
49	CC1CCN(S(=O)(=O)c2ccc(C(=O)N3CCN(c4ccccc4F)CC3)cc2)CC1	8.1%	·
50	Cc1ccc(S(=O)(=O)/N=C(\c2ccccc2)N(C)S(=O)(=O)c2ccccc2)cc1	2.5%	-9.6
51	O=C(O)c1ccc(CS(=O)c2cccc(C(F)(F)F)c2)o1 (stereo not given)	3.5%	5.7
52	COc1ccccc1/C=C1\NC(=S)N(CC2CCCO2)C1=O (stereo not given)	0.1%	-9.2
53	CC(C)C(NC(=O)OCc1ccccc1)C(=O)O (stereo not given)	6.9%	·
54	O=C(O)c1ccc(/C=N/NC(=O)c2ccc(NS(=O)(=O)c3cccs3)cc2)cc1	3.4%	-9.4
55	COc1ccc(NC(=O)C2CCCN(S(=O)(=O)c3ccc(C)cc3)C2)cc1OC (stereo not given)	2.0%	0.6
56	CCCN(CCC)CCNC(=S)Nc1ccc2nc3n(c(=O)c2c1)CCCCC3	1.0%	-14.0
57	FC(F)(F)c1ccc2c(c1)ncn2C1CCN(Cc2nnnn2C2CCCCC2)CC1	-0.1%	2.2
58	O=C1NCCCC1C(=O)NCCNC(=O)C(F)(F)F (stereo not given)	7.0%	·
59	COc1ccccc1OCC(=O)N/N=C1/C=C(C)CC1	2.1%	-11.9
60	CCN(CC)C(=O)COc1ccc(N(C)S(=O)(=O)c2ccc(NC(C)=O)cc2)cc1	4.8%	·
61	Cn1c(=O)c2c(nc(N3CCCCCC3)n2CC(=O)c2ccc(Br)cc2)n(C)c1=O	-2.0%	·
62	O=C(CSc1ccc(-c2ccc3c(c2)OCO3)nn1)Nc1nccs1	-6.6%	-4.7
63	O=C(NC(=S)N1CCN(c2ccc([N+](=O)[O-])cc2)CC1)c1ccccc1	-4.0%	-0.2
64	CCc1ccc(NC(=O)C(=O)N/N=C(\C)CC(=O)NCc2ccc(Cl)cc2)cc1	0.2%	8.2
65	CC(C)(C)NC(=O)COC(=O)CNC(=O)c1cc(Cl)cc([N+](=O)[O-])c1	-2.0%	20.1
66	CCc1cccc(OCCCN2C(=O)NC(C)(C)C2=O)c1	-0.1%	-3.6
67	Cc1cc(C(=O)N/N=C/C=C/c2ccccc2)c(C)o1	6.0%	3.0
68	O=c1c2ccccc2nc(/C=C/c2ccc(O)cc2)n1CCc1ccccc1	-9.6%	-15.6
69	Cc1c(-c2ccc(F)cc2)[n+](=O)c(-c2ccc(F)cc2)c(C)n1[O-]	1.9%	·
70	CC(CCc1ccc(O)cc1)N(C)CCc1ccccc1 (stereo not given)	-0.2%	-8.6
71	CC(C)CCNC(=O)c1cccc(Cl)c1	3.6%	-22.8
72	Cc1ccc(CNC(=O)C(=O)NCCCn2ccnc2)cc1	-4.7%	·
73	CC(C)(C)OC(=O)NC(Cc1ccccc1)C(=O)NCCCC(=O)O (stereo not given)	3.4%	·
74	COc1ccc(-c2csc(N(CCc3ccccc3)C(=O)COc3ccccc3)n2)cc1	·	102.6
75	CCN(CC)CCN(C)C1CCC(c2ccccc2)CC1 (stereo not given)	-6.7%	-3.1
76	Cc1ccccc1CNC(=O)CC1C(=O)NCCN1Cc1c(F)cccc1Cl (stereo not given)	-1.7%	15.2
77	Cc1cccc(Cc2c(C)nc3nc(SCC(=O)O)nn3c2C)c1	2.6%	-12.6
78	c1cc2c(cc1C1CCCCC1)c1c3n2CCN=C3CCC1	-3.6%	·
79	O=C(Nc1cccnc1)c1cccnc1	4.5%	·
80	COc1ccc(OC)c(N(CC(=O)NCc2ccncc2)S(C)(=O)=O)c1	-1.9%	-8.7
81	O=C(NC1CCSC1=O)c1ccc(Oc2ccc(F)cc2)nc1 (stereo not given)	3.3%	-1.4
82	COCCNC(=O)CSc1cc(-c2ccccc2)c2ccc(OC)cc2n1	-1.3%	·
83	CC1(C)c2ccccc2N2CCC(=O)NC21/C=C/c1ccco1 (stereo not given)	-11.2%	·
84	CC(C)(C)c1ccc(NC(=O)COC(=O)C2(C)CC2(Cl)Cl)cc1 (stereo not given)	1.5%	-10.2
85	CCOC(=O)Cn1nnnc1CN(Cc1cccs1)Cc1cc2cc(C)ccc2[nH]c1=O	6.1%	·
86	Cc1ccc(N2C(=O)C3CCC(c4ccccc4)CC3C2=O)cc1 (stereo not given)	-0.1%	2.0
87	COc1ccc(NC(=O)Cn2nnc(C(=O)NCc3ccccc3OC)c2N)cc1Cl	-3.0%	9.6
88	O=C(NCCCNc1ccc(C(F)(F)F)cc1[N+](=O)[O-])c1ccc(F)cc1	6.1%	-3.8
89	Cn1ccnc1SCC(=O)Nc1cccc(O)c1	-0.7%	40.7
90	COc1ccc(-c2[nH]nc3c2C(c2ccoc2)C(C#N)=C(N)O3)cc1 (stereo not given)	-2.2%	·

Single records (already shown). Screens in order: GlmU inhibition | Mtb RmlCD inh
`Cc1ccccc1CNC(=O)CC1C(=O)NCCN1Cc1c(F)cccc1Cl` (stereo not given) as listed: -1.7% | 15.2
`CCOC(=O)Cn1nnnc1CN(Cc1cccs1)Cc1cc2cc(C)ccc2[nH]c1=O` as listed: 6.1% | ·

The results go on.
cpd	Compound	GlmU inhibition	Mtb RmlCD inh
91	CCOC(=O)/C(N=Nc1c(C)n(C)n(-c2ccccc2)c1=O)=C(/O)c1ccccc1	0.3%	-1.1
92	Cc1ccccc1-n1c(-c2ccc3ccccc3n2)n[nH]c1=S	3.3%	-11.1
93	Cc1ccc(-c2nc3ncccc3o2)cc1NC(=O)COc1ccccc1	-0.3%	·
94	Cc1ccc2nc(SCC(=O)NCc3ccco3)c(C#N)cc2c1	-1.2%	11.9
95	COCCNC(=O)c1ccccc1NC(=O)CSc1ccc(C)cc1	-5.2%	·
96	O=C(c1ccco1)N1CCN(C(c2ccccc2F)c2nnnn2CC2CCCO2)CC1 (stereo not given)	-0.7%	·
97	Cc1cc(N2CCOCC2)nc(SCC(=O)c2ccccc2)n1	5.9%	3.4
98	COc1ccc(OCC(O)CN2CCN(c3ccccc3)CC2)cc1 (stereo not given)	-8.3%	9.7
99	CCNc1ccc(Br)cc(C(=O)/C=C/c2ccccc2Cl)c1=O	8.8%	·
100	COc1ccccc1NC(=O)NCCC1=CCCCC1	-1.9%	7.0
101	OCCNc1c2ccccc2nc2ccccc12	1.4%	-8.9
102	CCn1c(C)cs/c1=N\C(=S)Nc1ccccc1C	0.8%	-5.8
103	CCn1c(SCC(=O)Nc2ccc(S(=O)(=O)Nc3onc(C)c3C)cc2)nnc1-c1ccccc1	-0.2%	2.2
104	N/C(Cc1nc(-c2ccc(F)cc2)cs1)=N\O	-1.8%	-4.8
105	Cc1ccc2cccc(OCC(=O)NCc3ccco3)c2n1	-2.3%	-12.6
106	Cn1c(SCc2ccccc2)nnc1-c1ccc2c(c1)OCO2	-1.1%	·
107	CC1CN(C(=O)c2cccc(COc3ccc(Br)cc3)c2)CC(C)O1 (stereo not given)	2.4%	11.8
108	CCCCN(C)CCNC(=O)C(=O)c1c(C)[nH]c2ccccc12	2.0%	-7.8

Compound activity deposited in PubChem by several laboratories.
